From PubChem
RSV CPE inhibition – inhibition of RSV-induced cytopathic effect – HEp-2 cells, primary 10 µM value included (AID 2391) | hit rate 0.13% among 310,000 | HEp-2 cells, RSV-induced CPE inhibition; higher % means a stronger effect | CPE inhibition, % at 10 µM, or IC50 in µM where a hit was titrated; in the data active = a potency from the dose series; inconclusive = CPE inhibition mostly from about 23% at the one dose, without a potency; inactive = the rest, 99 in 100 with CPE inhibition below about 21%; also: strong numbers were not always called active
WT yeast gro inh – growth inhibition of WT yeast, mitochondrial fusion screen; mitochondrial fusion phenotypic screen, WT strain; inhibition, % at 10 µM; hit rate 2.1% among 190,000; AID 1362; in the data active = inhibition above about 58%; tested in S. cerevisiae
SV40 large T antigen – SV40 large T antigen inhibitors, biochemical (AID 1903); SV40 large T antigen ATPase/helicase inhibition assay; higher % means a stronger effect; inhibition, % at 20 µM, or IC50 in µM where a hit was titrated; hit rate 0.39% among 310,000; in the data active = a potency from the dose series; inconclusive = inhibition mostly from about 32% at the one dose, without a potency; inactive = the rest, 99 in 100 with inhibition below about 32%; also: strong numbers were not always called active
XIAP displacement – XIAP antagonists, biochemical, IAP family, fluorescence polarization (AID 1018); one-dose displacement, % at 20 µM; IC50 in µM for titrated hits; XIAP BIR domain, fluorescence polarization peptide displacement; higher % means a stronger effect; hit rate 0.007% among 200,000; in the data active = displacement above about 50%; also: a part of the inactive calls stands beside numbers as strong as those of hits
West Nile virus CPE – inhibition of WNV-induced cytopathic effect – cell-based, CPE readout (AID 1621) | West Nile virus-infected cells, CPE inhibition; higher % means a stronger effect | CPE inhibition, % at 10 µM; hits with a dose series show IC50 in µM | hit rate 0.02% among 290,000; in the data active = a potency from the dose series; inconclusive = CPE inhibition mostly from about 3.7% at the one dose, without a potency; inactive = the rest, 99 in 100 with CPE inhibition below about 2.2%; also: strong numbers were not always called active
NS5 inhibitors – Dengue-2 NS5 methyltransferase inhibitors, primary screen, biochemical, confirmation dose response (AID 588689); Dengue-2 NS5 methyltransferase capping enzyme assay, biochemical; higher % means a stronger effect; hit rate 0.3% among 340,000; inhibition, % at 25 µM, or IC50 in µM where a hit was titrated; in the data active = a potency from the dose series; inconclusive = inhibition above about 29% without an active follow-up result
ER stress rescue – rescue of cells from ER stress-induced death, primary screen, 384-well, CSM14.1, thapsigargin, ATP luminescence (AID 1222); 190,000 tested, under 10 active; CSM14.1 thapsigargin-induced death rescue, ATP luminescence; higher % means a stronger effect; one-dose cellular ATP content (survival), % at 20 µM; EC50 in µM for titrated hits;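 active = EC50 below 50 µM in the dose-response confirmation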;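 also: death triggered by thapsigargin at about 15 µM added after 2 h compound pretreatment; cell ATP read after overnight thapsigargin exposure of roughly 18 to 22 hours; normalized against plate controls of thapsigargin alone and 5% DMSO vehicle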
UTI89 phage lysis – protection from phage-mediated lysis, alamar blue read-out – E. coli UTI89, K1F phage, bacterial capsule biogenesis inhibitors (AID 488966) | E. coli UTI89 K1F phage lysis, alamar blue, 2 h; higher % means a stronger effect | inhibition, % at 100 µM; hits with a dose series show IC50 in µM | hit rate 0.02% among 340,000;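 active = phage lysis inhibition, versus mean bacterial control, above a set limit; inconclusive = no clear call, values can overlap the other calls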;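 also: capsule biogenesis inhibitors block K1F phage lysis so surviving cells raise fluorescence; higher fluorescence means more inhibition of phage lysis; actives were called in the ten point dose series up to 300 µM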
Yfh1-off respiration – enhancers of respiration in Yfh1-depleted yeast, dose response, Friedreich's ataxia, plus single-dose screen (AID 1465) | S. cerevisiae Yfh1-off respiration, WST-1 reduction, 72 h; higher fold induction means a stronger effect | fold induction at 50 µM, or EC50 in µM where a hit was titrated | hit rate 0.074% among 220,000;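 active = fold induction of absorbance versus untreated yeast above a set limit, then at least 30% activation at any dose in follow-up; inconclusive = repeats straddling the limit, or above it without dose testing; inactive = fold induction below the set limit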;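 also: activators that raise dye reduction in frataxin-depleted yeast; strong numbers were not always called active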
WT yeast gro inh mutant strain – also measured in WT yeast gro inh; calls as there; inhibition, %; mitochondrial fusion phenotypic screen, mutant strain inhibition
NS5 inhibitors pilot replicate – recorded beside NS5 inhibitors, whose call it bears; inhibition, %; measured here: pilot screen replicate inhibition
Active calls of the source: *; i = inactive; ? = inconclusive; / = not tested or not shown; [ ] = another dose, or the depositor's remark. Rows were taken by chance; any-hit rate near 2.2%.

SMILES	RSV CPE inhibition	WT yeast gro inh	WT yeast gro inh mutant strain	SV40 large T antigen	XIAP displacement	West Nile virus CPE	NS5 inhibitors	ER stress rescue	UTI89 phage lysis	Yfh1-off respiration	others
CCOc1cc(CNS(=O)(=O)c2cn(C)cn2)cc(OCC)c1OCC	-0.1%	/	/	3%	/	0.3%	-8%	/	-0.2%	/
Cc1ccc(CNC(=O)CSc2nccn(-c3ccc(C)c(F)c3)c2=O)cc1	1.1%	/	/	29%	/	/	28%	/	-0.1%[50 µM]	/
Cc1cc(C(=O)N[C@H](c2ccccc2)[C@@]2(C)C[C@@H]2[C@@H](C)C(=O)Nc2ccc3ccccc3c2)no1	8.5%	35	0	13%	-22%	0.2%	-1%	-3.3%	1.4%	i
Cc1ccc(-c2c(C(=O)O)c(C(=O)O)c3n2CSC3)cc1	-1.3%	/	/	7%	/	-0.1%	4%	/	0.2%	/
CC(C)(C)C(=O)Nc1ccc(C(=O)Nc2cc(NC(=O)c3ccc(NC(=O)C(C)(C)C)cc3)cc(C(=O)O)c2)cc1	1.1%	/	/	9%	/	-0.5%	7%	/	0.5%	/
COc1ccc(C(=O)NCCNc2ccccc2[N+](=O)[O-])cc1	-1.1%	14	4	3%	-4.9%	-0.2%	-8%	-2.7%	-0.1%	i
CCCCn1nnc(NC(=O)c2ccc(-c3cccc([N+](=O)[O-])c3)o2)n1	6.8%	18	21	1%	-5.3%	-0.4%	/	-0.4%	/	i
Cc1cc(C)cc(-n2ncc3c2CCCC3NC(=O)c2cc(C)n(C)n2)c1 (stereo unspecified)	?	/	/	/	/	0.4%	-4%	/	-0.2%	/
O=S(=O)(c1ccc(F)cc1)N1CCC2(CC1)OCCO2	-1.5%	-21	8	6%	-4.4%	0.1%	-4%	-1.0%	0.1%	i
Cc1ccc(-n2c3c(cc(C(=O)N4CCN(C)CC4)c2=O)C(=O)CC(C)(C)C3)cc1	0.2%	13	-1	-3%	-2.8%	-0.2%	-2%	-0.1%	0.1%	i
CCOC(=O)CN(C(=O)CCC(=O)Nc1cc(C)on1)C(C(=O)NC1CCCC1)c1cccnc1 (stereo unspecified)	1.6%	2	-5	10%	-5.3%	0.3%	8%	-0.6%	-0.4%	i
Cc1cccc(N2CCN(C(=O)c3c(C)nn(Cc4ccccc4Cl)c3C)CC2)c1C	18%	60*	12*	3%	-1.5%	1.6%	-10%	-1.1%	0.1%	i
COc1ccc(CNc2nc3nc(C)cc(C)n3n2)cc1	1.5%	12	-25	7%	-1.6%	0.2%	-9%	7.9%	-10%	i
CC1(C)Cc2c(sc3c2c(=N)n(Cc2ccco2)c(=O)n3CC(=O)Nc2ccccc2)CO1	1.1%	-9	5	18%	-4.1%	0.1%	-13%	-1.7%	1.1%	i
CC1CCN(CCC(=O)N/N=C/c2ccc([N+](=O)[O-])cc2)CC1	-0.5%	-1	4	10%	-3.4%	0.8%	-2%	-1.3%	0.2%	i
COc1ccc(-c2nc(N)nc(C(F)(F)F)c2-c2csc(C)n2)c(O)c1	2.8%	/	/	10%	/	0.4%	-4%	/	0.3%	i
CCN(CC)C(=S)Oc1c(Cl)cccc1Cl	/	/	/	15%	/	0.6%	-2%	/	0.5%	i
C=CCN(CC(=O)NCc1ccccc1)C(=O)c1csnn1	-0.9%	-1	14	22%	-5.0%	0.0%	11%	1.3%	0.8%	i	NS5 inhibitors pilot replicate=-1.2
COCCCNC(=O)c1cc2cc(Br)ccc2oc1=O	0.7%	-12	5	8%	-4.3%	0.5%	5%	-1.3%	0.1%	i
Cc1ccc(S(=O)(=O)NNC(=O)CCC(=O)Nc2ccc(C)cc2C)cc1	1.2%	-1	2	0%	-7.7%	-0.4%	1%	1.5%	0.7%	i
O=C(CN1C(=O)NC2(CCCC2)C1=O)Nc1ccc(Cl)c(C(F)(F)F)c1	4.9%	/	/	10%	/	-1.7%	-7%	/	0.1%	/
O=c1c2ccccc2nc(/C=C/c2c[nH]c3ccccc23)n1CCO	1.7%	5	15	-4%	-7.4%	-1.1%	-18%	-3.6%	0.1%	i
O=C(NCCc1ccc(Cl)cc1Cl)c1cncc(Br)c1	6.8%	/	/	8%	/	-0.6%	-4%	/	1.1%	/
CCOc1ccc(CN2CCN(Cc3ccc4cc(F)ccc4n3)CC2CCO)cc1 (stereo unspecified)	1.3%	/	/	7%	/	-1.4%	-12%	/	-0.2%	/
O=C(CN(Cc1ccc(Br)cc1)S(=O)(=O)c1ccccc1)NCC1CCCO1 (stereo unspecified)	0.4%	/	/	16%	/	-0.8%	-4%	/	0.1%	/
Cc1ccc(NC(=O)c2cc(Cl)ccc2[N+](=O)[O-])cc1C	2.0%	1	-31	1%	-8.1%	0.3%	-7%	-1.3%	-0.7%	i
FC(F)(F)c1n[nH]c(=S)n1/N=C/c1ccco1	0.8%	2	1	13%	-4.9%	0.1%	2%	3.4%	2.1%[50 µM]	i
Cc1cccc2cc(COC(=O)C3CCCCC3)c(=O)[nH]c12	5.6%	-7	-4	24%	-7.8%	0.2%	-8%	-0.9%	-0.9%	i
Cn1c(=O)c(N)c2c3c(c(Br)ccc31)C(=O)c1ccccc1-2	?	/	/	7%	/	-0.3%	?	/	1.4%	i
CCOC(=O)CN1CC23C=CC(O2)C(C(=O)Nc2ccc4c(c2)OCO4)C3C1=O (stereo unspecified)	2.6%	2	-4	10%	-2.2%	0.0%	-8%	/	3.8%	i
O=C(c1ccc(CN2CCc3ccccc3C2)cc1)N1CCN(c2ccc(F)cc2)CC1	2.6%	/	/	/	/	-0.4%	-5%	/	4.1%	i
O=C(COC(=O)CSc1ccc([N+](=O)[O-])cc1)NCCCc1ccccc1	1.9%	/	/	7%	/	-0.3%	-4%	/	-0.4%	/
O=C(CN1CCCCCC1)NCc1ccccc1	-1.8%	17	1	-2%	-5.6%	1.2%	-11%	2.7%	1.8%	i
CC(=Nc1ccccc1C(F)(F)F)c1ccncc1	0.4%	/	/	0%	/	0.4%	1%	/	0.7%	/
O=C(CSc1nc2ccccc2c(=O)n1-c1ccc(Cl)cc1)c1ccco1	2.8%	7	9	12%	-3.5%	-0.1%	1%	-3.3%	0.2%	i
COc1ccc(CCNC(=O)Cn2nnc(C(=O)Nc3cccc(C)c3C)c2N)cc1OC	2.8%	/	/	8%	/	-0.6%	-7%	/	0.1%	/
Cc1ccc(C(=O)N2CCN3C(=O)c4ccccc4C23c2ccc(Cl)cc2)cc1 (stereo unspecified)	10%	-18	15	8%	-2.8%	3.3%	-3%	1.4%	0.6%	i
CC(=O)c1ccc(N2Cc3ccccc3/C2=N\C(=O)Nc2ccc(Cl)cc2)cc1	3.0%	10	0	10%	-29%	-0.6%	8%	0.3%	-5.2%	i
Clc1nc(Cl)nc(-c2cn(-c3ccccc3)c3ccccc23)n1	1.9%	/	/	11%	/	0.7%	/	/	/	i
Cc1ccc(S(=O)(=O)N2CCOCC2)cc1NC(=O)C1=NN(c2ccccc2)C(=O)CC1	0.2%	/	/	18%	/	-0.4%	0%	/	0.2%	/
COc1cccc(CNC(=O)C2CCC(CNc3nc(=S)[nH]c4ccccc34)CC2)c1 (stereo unspecified)	3.7%	-5	-2	6%	-2.8%	-0.8%	6%	-0.5%	0.0%	i
CCSc1ccccc1C(=O)Nc1cccnc1	2.7%	-2	-5	4%	-1.7%	0.2%	0%	0.6%	0.3%	i
COCCNC(=S)N/N=C(\C)c1ccccc1F	1.8%	2	-3	11%	-12%	0.0%	-12%	-2.4%	0.4%	i
Cc1cccc(CN2C(=O)[C@@H]3Cc4c([nH]c5ccccc45)C(C)(C)N3C2=O)c1	-2.4%	/	/	6%	/	0.1%	-9%	/	-0.4%	i
CCC1=Nc2cc(C(=O)NCCCOC)ccc2Sc2ccccc21	1.4%	4	17	11%	-3.0%	3.0%	-4%	-2.1%	-0.3%	i
CCOC(=O)c1c(NC(=O)Cn2nc(C(F)(F)F)cc2C)sc2c1CCC2	-0.5%	8	8	11%	-7.9%	-1.8%	2%	-2.8%	-0.1%[50 µM]	i
CCCC(=O)Nc1ccc2nc(C)n(Cc3ccccc3Cl)c(=O)c2c1	?	/	/	4%	/	-0.4%	-1%	/	-0.4%	/
Cc1nn(C)cc1CN(C)Cc1c(C(=O)N(C)Cc2ccccc2)nc2ccccn12	5.8%	-7	-3	27%	-9.5%	-0.3%	-4%	-0.6%	0.4%	i
CCOC(=O)c1nnsc1-c1ccc(-c2snnc2C(=O)OCC)cc1	2.5%	/	/	18%	/	-0.2%	-1%	/	0.1%	i
CCCCNC(=O)CCCn1c(=O)[nH]c2ccc(Br)cc2c1=O	3.2%	6	-1	6%	-3.0%	0.3%	-4%	-0.1%	-0.5%	i
C=CCN(C(=O)CC(NC(C)=O)c1ccccc1)c1nc(-c2ccc(S(C)(=O)=O)cc2)cs1 (stereo unspecified)	1.8%	/	/	8%	/	-0.3%	-7%	/	0.1%	/
CC(=O)NCCCOc1ccc([N+](=O)[O-])cc1Cl	1.7%	/	/	5%	/	-0.2%	0%	/	1.3%	i
Cc1ccc(C2=NN(C(=O)CCC(=O)O)C(c3cn(-c4ccccc4)nc3-c3ccc(C)cc3)C2)cc1 (stereo unspecified)	41%	27	0	-10%	-6.7%	-0.2%	19%	-0.3%	-0.2%	i
CC1CCN(S(=O)(=O)c2ccc(C(=O)Nc3nnc(-c4ccco4)o3)cc2)CC1	-0.8%	/	/	1%	/	1.0%	12%	/	0.9%[50 µM]	/
CN1CCC(=NNC(=O)c2cc(-c3ccc(Cl)cc3)n[nH]2)CC1	-0.9%	/	/	3%	/	0.0%	2%	/	-1.4%[50 µM]	i

By substructure: those above with an aryl methoxy group.
SMILES	RSV CPE inhibition	WT yeast gro inh	WT yeast gro inh mutant strain	SV40 large T antigen	XIAP displacement	West Nile virus CPE	NS5 inhibitors	ER stress rescue	UTI89 phage lysis	Yfh1-off respiration	others
COc1ccc(C(=O)NCCNc2ccccc2[N+](=O)[O-])cc1	-1.1%	14	4	3%	-4.9%	-0.2%	-8%	-2.7%	-0.1%	i
COc1ccc(CNc2nc3nc(C)cc(C)n3n2)cc1	1.5%	12	-25	7%	-1.6%	0.2%	-9%	7.9%	-10%	i
COc1ccc(-c2nc(N)nc(C(F)(F)F)c2-c2csc(C)n2)c(O)c1	2.8%	/	/	10%	/	0.4%	-4%	/	0.3%	i
COc1ccc(CCNC(=O)Cn2nnc(C(=O)Nc3cccc(C)c3C)c2N)cc1OC	2.8%	/	/	8%	/	-0.6%	-7%	/	0.1%	/
COc1cccc(CNC(=O)C2CCC(CNc3nc(=S)[nH]c4ccccc34)CC2)c1 (stereo unspecified)	3.7%	-5	-2	6%	-2.8%	-0.8%	6%	-0.5%	0.0%	i
